# Anesthetic bind: qHTS Assay for Identification of Novel General Anesthetics | Ferritin light chain (Equus caballus), P02791 | apoferritin/1-aminoanthracene competitive binding, fluorescence | Potency, µM (series often up to 77.5 µM), inactives show at the top dose activity change, negative = displacement, most hits filed as inhibitors | actives 0.074% (n = 350,000) | AID 485281, 2010; note: % is set by controls: 0 for no effect and ±100 for the full control effect; nearly all actives have a fitted effect of over 20% in size
#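 In PBS, apoferritin at 10 uM is loaded with 1-AMA from a 50% saturated solution. After 10 min of compound exposure at ambient temperature, reduced 535 nm fluorescence indicates probe displacement.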
# BLM inh: qHTS Assay for Inhibitors of Bloom's syndrome helicase (BLM) | AID 2528, 2010 | Potency, µM (series often up to 56.1 µM), for the others: at the highest dose activity change, negative = inhibition, hits mostly inhibitors | recombinant BLM DNA unwinding, fluorescence dequenching | RecQ-like DNA helicase BLM (Homo sapiens), P54132 | actives 0.2% (n = 350,000);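 note: plate controls were vehicle for no effect and no enzyme for full effect; nearly all actives have a fitted effect of over 35% in size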
# APEX1 inh: qHTS Assay for Inhibitors of the Human Apurinic/apyrimidinic Endonuclease 1 (APE1); DNA repair nuclease/redox regulator APEX1 (Homo sapiens), P27695; recombinant APE1, TAMRA/BHQ-2 abasic DNA cleavage fluorescence; Potency, µM (doses to about 65.8 µM), for inactives: top-dose activity change, negative = inhibition, actives largely listed as inhibitors; actives 0.35% (n = 350,000);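 note: plate controls were vehicle for no effect and reference inhibitor for full effect; nearly all actives have a fitted effect of over 55% in size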
#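 Substrate: short duplex with […] THF abasic site, 5'-TAMRA and 3'-BHQ-2, 50 nM final. APE1 at 0.75 nM, preincubated 15 min RT with compound. Fluorescence increase from first to third read measured activity.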
# Pol kappa inh: qHTS for Inhibitors of Polymerase Kappa; AID 588579, 2011; DNA polymerase kappa (Homo sapiens), Q9UBT6; actives 0.53% (n = 400,000); Potency, µM (titrated, usually from 107 µM), for the others: top-dose activity, negative = inhibition, actives largely listed as inhibitors; purified Pol kappa, fluorescent DNA synthesis assay, 10 min; note: % is set by controls: 0 for no effect and ±100 for the full control effect
# Target sequence (Q9UBT6 whole entry, looked up): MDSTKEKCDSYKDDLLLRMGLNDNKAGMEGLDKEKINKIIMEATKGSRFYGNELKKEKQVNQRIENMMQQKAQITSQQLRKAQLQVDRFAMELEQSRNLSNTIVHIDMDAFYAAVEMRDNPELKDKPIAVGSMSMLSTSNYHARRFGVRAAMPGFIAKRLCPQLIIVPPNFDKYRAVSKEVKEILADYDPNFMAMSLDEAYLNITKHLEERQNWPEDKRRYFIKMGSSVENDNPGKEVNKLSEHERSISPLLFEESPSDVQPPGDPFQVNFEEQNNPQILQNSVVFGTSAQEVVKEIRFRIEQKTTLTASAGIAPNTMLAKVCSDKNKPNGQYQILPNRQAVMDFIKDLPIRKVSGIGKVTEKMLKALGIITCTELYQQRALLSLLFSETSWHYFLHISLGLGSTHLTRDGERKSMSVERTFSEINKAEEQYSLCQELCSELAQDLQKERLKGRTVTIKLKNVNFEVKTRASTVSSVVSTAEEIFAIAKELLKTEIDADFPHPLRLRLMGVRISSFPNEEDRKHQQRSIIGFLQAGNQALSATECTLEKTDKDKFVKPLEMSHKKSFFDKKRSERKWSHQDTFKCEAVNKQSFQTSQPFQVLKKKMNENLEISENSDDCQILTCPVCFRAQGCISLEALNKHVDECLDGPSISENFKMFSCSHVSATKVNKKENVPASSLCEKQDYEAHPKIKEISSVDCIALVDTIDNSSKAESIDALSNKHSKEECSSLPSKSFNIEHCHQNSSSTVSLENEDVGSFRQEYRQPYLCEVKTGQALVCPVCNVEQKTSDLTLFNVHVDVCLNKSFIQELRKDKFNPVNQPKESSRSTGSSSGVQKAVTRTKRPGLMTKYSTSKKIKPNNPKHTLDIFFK
#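 Fluorescent qHTS in 1536-well format: enzyme (10 nM) and compound sat 15 min at room temperature before 50 nM substrate (final) was added. Signal taken at 0 and 10 min; no-enzyme buffer wells were negative controls.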
# POLI inh: qHTS for Inhibitors of Polymerase Iota; DNA polymerase iota (Homo sapiens), Q9UNA4; Pol iota fluorescent replication assay, 10 min; Potency, µM (doses to about 115 µM), for inactives: at the top dose activity, negative = inhibition, hits mostly inhibitors; actives 1% (n = 390,000)
#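 Pol iota at 10 nM preincubated 15 min with compounds at room temperature; reaction started with fluorescent substrate, 50 nM final. Fluorescence read kinetically at 0 and 10 min; buffer-only wells as negative control.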
# POLB inh: qHTS Assay for Inhibitors of DNA Polymerase Beta | P06746 | Pol beta primer extension/strand displacement, fluorescence kinetic | Potency, µM (highest dose often 114 µM), for the others: top-dose activity change, negative = inhibition, hits mostly inhibitors | actives 1.3% (n = 340,000) | AID 485314, 2010; note: % is set by controls: 0 for no effect and ±100 for the full control effect
#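 Human Pol beta at 10 nM; strand-displacement substrate 50 nM final. Compound exposure 15 min at room temperature before start, reaction 10 min at room temperature.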
# G9a inh: qHTS Assay for Inhibitors of Histone Lysine Methyltransferase G9a | Potency, µM (titrated, usually from 102 µM), without a hit: at the highest dose activity, negative = inhibition, usual class: inhibitors | AID 504332, 2011 | G9a H3K9 monomethylation, AlphaScreen, 2 h | Histone-lysine N-methyltransferase EHMT2 (Homo sapiens), Q96KQ7 | actives 8.8% (n = 350,000); note: % is set by controls: 0 for no effect and ±100 for the full control effect; nearly all actives have a fitted effect of over 75% in size
# Target sequence (Q96KQ7 913-1193 limits assumed): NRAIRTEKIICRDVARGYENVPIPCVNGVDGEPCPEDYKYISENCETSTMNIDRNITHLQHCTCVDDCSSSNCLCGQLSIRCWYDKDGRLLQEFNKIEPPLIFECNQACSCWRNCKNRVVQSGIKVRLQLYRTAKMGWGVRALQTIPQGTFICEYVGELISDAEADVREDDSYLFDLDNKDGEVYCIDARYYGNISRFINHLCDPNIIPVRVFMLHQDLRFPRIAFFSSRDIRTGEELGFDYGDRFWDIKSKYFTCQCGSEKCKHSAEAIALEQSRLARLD
#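 Chemiluminescent proximity detection of H3K9 monomethylation, read after 10 min bead incubation in the dark. Reaction: 20 nM G9a, 500 nM biotin-H3K9 peptide, 20 uM SAM cofactor, 2 h, room temperature, following 15 min enzyme-compound preincubation.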
# BAZ2B inh: qHTS Assay for Inhibitors of BAZ2B; Bromodomain adjacent to zinc finger domain protein 2B (Homo sapiens), Q9UIF8; AlphaScreen BAZ2B-H3K14Ac peptide displacement; Potency, µM (titrated, usually from 114 µM), for inactives: at the highest dose activity change, negative = inhibition, actives largely listed as inhibitors; actives 4.4% (n = 360,000); AID 504333, 2011; note: % is set by controls: 0 for no effect and ±100 for the full control effect; nearly all actives have a fitted effect of over 60% in size
#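 AlphaScreen displacement of biotin-H3(5-23)K14Ac peptide (50 nM final) from BAZ2B (50 nM final) in PBS pH 7.4, 0.01% Tween-20; complex preformed 30 min RT, then compounds (top 110 uM) 30 min RT, beads 20 min dark.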
# POLH inh: qHTS for Inhibitors of Polymerase Eta. DNA polymerase eta (Homo sapiens), Q9Y253. recombinant Pol eta, fluorescent DNA replication assay. Potency, µM (series often up to 114 µM), inactives show at the highest dose activity change, negative = inhibition, actives largely listed as inhibitors. actives 1.2% (n = 390,000); note: % is set by controls: 0 for no effect and ±100 for the full control effect
#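 Fluorescent replication assay: 50 nM final substrate added after a 15 min room-temperature compound preincubation with 10 nM enzyme. Signal taken at 0 min and again at 10 min.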
# Active calls of the source: *; ? = inconclusive; / = no result given; & = joins results of further samples; [ ] = remark or other dose. Calls come from the whole dose curve; as a rule, active = well fitted curve in the direction sought with a large enough effect; inconclusive = small, poorly fitted or top-dose-only effect, or another doubt; inactive = no such curve, though single readings can be large; an effect the other way counts as inactive or inconclusive. Potency is the fitted concentration of half-maximal effect. A portion of the library (hit frequency here may not be typical).
structure | G9a inh | Pol kappa inh | POLI inh | BAZ2B inh | POLH inh | POLB inh | Anesthetic bind | APEX1 inh | BLM inh
COc1cccc(CNC(C)C(=O)Nc2ccc(S(=O)(=O)N3CCCC3)cc2)c1 (stereo not drawn) | / | 4% | 16% | / | -23% | / | / | -11% | /
Cc1ccc(OCC(=O)NC(=S)Nc2cccc(NC(=O)c3ccc(Cl)cc3Cl)c2)cc1 | 11%[59 µM] | -13% | 17% | 7% | -5% | 0% | -9% | -5% | 2%
CCOc1cc(CNCc2ccncc2)cc(Br)c1OCc1ccccc1F | / | -20% | -14% | ? | -21% | 5% | -16% | -3% | -5%
COC(=O)[C@H](C)[C@H](CC(C)C)NC(=O)[C@H](C)[C@H](CC(C)C)NC(=O)c1ccccn1 | / | -8% | 12% | / | / | / | -11% | 1% | -3%
O=C(Cc1c(C(=O)O)[nH]c2ccccc12)NCCN1CCN(c2ccccc2F)CC1 | 14%[2.33 µM] | -10% | 9% | 1% | -26% | 19% | -7% | 1% | 1%
CCCNC(=O)OC[C@H]1O[C@H](CCO/N=C/[C@@H](OC)[C@H](C)/C=C/CC(=O)OC)C=C[C@@H]1Oc1ccc(OC)cc1 | ? | / | / | -1% | / | 11% | 31%[activator] | -7% | -7%
COc1ccc(C(=O)NC(=S)Nc2cccc3cc(O)ccc23)cc1OC | / | -18% | ? | ? | -9% | ? | -16% | -15% | -14%
O=C(c1cc(-c2ccc(O)cc2)on1)N1CCN(c2ccccc2)CC1 | -4%[59 µM] | -3%&-2% | 90%&-2%[activator] | ? | -8%&-15% | 17%&1% | 7%&-7% | -10% | -7%&-7%
COc1ccc(OC)c(/C=N/NC(=O)CCN2CCN(C(c3ccccc3)c3ccccc3)CC2)c1 | 10µM* | -1% | 10% | ? | -26% | 4% | -1% | 11% | -2%
COCCn1c(-c2ccccc2)nc2c(c(=O)c3ccccc3n2C)c1=O | -6% | / | / | -7% | / | -15% | -2% | 1% | -7%
Cc1cc(NC(=O)C2CC(=O)OC2c2ccccc2)no1 (stereo not drawn) | -14%[12.7 µM] | -5% | -7% | -6% | 4% | 0% | 7% | -5% | -1%
CCCN(CC(=O)Nc1ccc(F)c(F)c1F)C(=O)C1=COCCO1 | 56µM* | 6% | -15% | -10% | -10% | / | / | 37%[activator] | /
COc1ccc(C2NC(=O)NC(C)=C2C(=O)OCc2ccccc2)cc1 (stereo not drawn) | / | -9% | 30%[activator] | ? | -2% | 2% | 3% | 9% | -4%
O=C1CCCC/C1=C/Nc1cccc(C(F)(F)F)c1 | ? | 0%[60.1 µM] | 40%[activator] | -25% | -16% | -2% | -21% | 6% | -4%
COc1ccccc1NC(=O)Nc1nn(C)c2cccc(N(C)C)c12 | 14µM* | -26% | 267%[activator] | ? | -3% | 0% | -19% | -7% | -15%

# Some of the entries above in a different format.
# The line under a structure holds: G9a inh | Pol kappa inh | POLI inh | BAZ2B inh | POLH inh | POLB inh | Anesthetic bind | APEX1 inh | BLM inh
- O=C(Cc1c(C(=O)O)[nH]c2ccccc12)NCCN1CCN(c2ccccc2F)CC1
 : 14%[2.33 µM] | -10% | 9% | 1% | -26% | 19% | -7% | 1% | 1%
- CCCNC(=O)OC[C@H]1O[C@H](CCO/N=C/[C@@H](OC)[C@H](C)/C=C/CC(=O)OC)C=C[C@@H]1Oc1ccc(OC)cc1
 : ? | / | / | -1% | / | 11% | 31%[activator] | -7% | -7%
- COc1ccc(C(=O)NC(=S)Nc2cccc3cc(O)ccc23)cc1OC
 : / | -18% | ? | ? | -9% | ? | -16% | -15% | -14%
- O=C(c1cc(-c2ccc(O)cc2)on1)N1CCN(c2ccccc2)CC1
 : -4%[59 µM] | -3%&-2% | 90%&-2%[activator] | ? | -8%&-15% | 17%&1% | 7%&-7% | -10% | -7%&-7%
- COc1ccc(OC)c(/C=N/NC(=O)CCN2CCN(C(c3ccccc3)c3ccccc3)CC2)c1
 : 10µM* | -1% | 10% | ? | -26% | 4% | -1% | 11% | -2%
- COCCn1c(-c2ccccc2)nc2c(c(=O)c3ccccc3n2C)c1=O
 : -6% | / | / | -7% | / | -15% | -2% | 1% | -7%
- Cc1cc(NC(=O)C2CC(=O)OC2c2ccccc2)no1 (stereo not drawn)
 : -14%[12.7 µM] | -5% | -7% | -6% | 4% | 0% | 7% | -5% | -1%
- CCCN(CC(=O)Nc1ccc(F)c(F)c1F)C(=O)C1=COCCO1
 : 56µM* | 6% | -15% | -10% | -10% | / | / | 37%[activator] | /

# Next entries:
structure | G9a inh | Pol kappa inh | POLI inh | BAZ2B inh | POLH inh | POLB inh | Anesthetic bind | APEX1 inh | BLM inh
N#Cc1c2c(c(NCc3cccnc3)n3c1nc1ccccc13)CCC2 | 13%[59 µM] | -19% | 9% | 5% | 4% | 8% | 69%[activator] | -5% | -8%
Cc1cc(C)n(C(=O)CNc2cccc(Cl)c2C)n1 | 7%[12.7 µM] | -4% | -6% | 8% | -4% | 1% | -9% | -1% | 1%
Cc1cc(C)c(S(=O)(=O)N2CCN(C(=O)CCn3nc(C)c(C)c3C)CC2)c(C)c1 | 23% | -13% | 44%[activator] | -25% | 4% | 44% | -12% | -1% | 2%
CCc1cccc(NC(=O)CC2Oc3ccc(C)cc3NC2=O)c1 (stereo not drawn) | -11%[59 µM] | 3% | -23% | -26% | -12% | 2% | -19% | / | -2%
COc1ccc(-c2nc(C#N)c(N3CCN(c4ccccc4)CC3)o2)cc1 | 8.9µM* | 9% | 10% | ? | -20% | 31% | 0% | -4% | -5%
NNC(=O)CCS(=O)(=O)c1ccc2ccccc2c1 | ? | -12% | 11% | -8% | -5% | 51% | -12% | 19% | -6%
C=CCCCCCCCCCCCc1ccco1 | / | -11%[60.1 µM] | / | / | / | / | ? | -4% | -3%
Cc1nn(Cc2ccccc2)c2ncccc12 | / | 2% | 58%[activator] | 33%[activator] | -14% | 16% | -2% | 2% | -2%
O=C(NCC1CCCO1)C1CC(=O)N(c2ccc(Cl)cc2)C1 (stereo not drawn) | -5%[59 µM] | -2% | 32%[activator] | 0% | -11% | -1% | 3% | 55%[activator][12.4 µM] | -2%
CCOc1ccc(S(=O)(=O)N2CCN(c3ccccc3F)CC2)c2cccnc12 | -15% | -23% | -4% | ? | -14% | 3% | -12% | -4% | 1%
CCN(CC)S(=O)(=O)c1ccc(Cl)c(NC(=O)COc2ccc(OC)cc2[N+](=O)[O-])c1 | 10%[59 µM] | -9% | -1% | 3% | 0% | 14% | -2% | 6% | -4%
Cc1ccc(C2(C)NC(=O)N(CC(=O)N(c3ccccc3)C3CCS(=O)(=O)C3)C2=O)cc1 (stereo not drawn) | / | -5% | -11% | / | -13% | / | / | 3% | /
Cc1ccc(Nc2ccc(S(=O)(=O)N3CCOCC3)cc2[N+](=O)[O-])cc1C | ? | 0% | -2% | 11µM* | -19% | -13% | -2% | -4% | 4%
O=C(COC(=O)CCC(=O)c1cccs1)NCc1ccccc1 | -6% | -10% | 74%[activator] | ? | -15% | -11% | -1% | -12% | -6%
CCC1CCCCN1C(=S)Nc1ccc(C(C)=O)cc1 (stereo not drawn) | 5%[59 µM] | -8% | 9% | 5% | -16% | 55% | 5% | 11% | 2%

# The listing continues.
structure | G9a inh | Pol kappa inh | POLI inh | BAZ2B inh | POLH inh | POLB inh | Anesthetic bind | APEX1 inh | BLM inh
Cc1cc(NC(=O)CCN2CC(C)OC(C)C2)ccc1Br (stereo not drawn) | 2% | ? | -6% | -15% | 2% | 1% | -9% | 31% | -3%
Cc1ccc(Nc2nc(N)nc(CN3CCN(Cc4ccc5c(c4)OCO5)CC3)n2)c(C)c1 | 3% | -8% | 8% | 56µM* | -17% | 2% | -18% | -4% | -1%
COc1ccc(Oc2ccc(C(F)(F)F)cc2NC(=O)CC(CC(=O)O)c2ccccc2)cc1 (stereo not drawn) | -45% | -3% | -15% | -5% | -10% | 95% | -13% | 17% | -1%
NS(=O)(=O)c1ccc(CCNC(=O)COC(=O)COc2cccc(C(F)(F)F)c2)cc1 | -5%[12.7 µM] | -9% | 26% | 7% | -20% | / | / | 14% | /
CCC(O)(CC)C(=O)N(Nc1ccc(C)cc1)c1ccc(C)cc1 | 13% | -4% | -19% | -2% | 2% | 31% | -9% | 11% | -5%
Cc1ccc(Nc2c(-c3ccc(N4CCOCC4)cc3)nc3ccc(C)cn23)cc1 | -45%[59 µM] | -10% | 4% | / | 2% | 3% | 9% | / | -2%
CCOc1ccc(CNC(=O)C2CCCN(c3nc4c(C)cc(C)cc4s3)C2)cc1 (stereo not drawn) | 16%[59 µM] | 9% | 45%[activator] | -15% | -24% | 32% | 4% | / | -2%
O=C(Cc1ccccc1)Nc1ccc(C(=O)NCc2ccccc2)cc1 | / | -17% | 80%[activator] | 6% | -19% | -25% | -8% | 4% | 1%
CS(=O)(=O)N1CCC(Oc2ccccc2C(=O)N2CCN(CC3CC3)CC2)CC1 | -34% | -3% | 5% | -10% | -15% | 1% | -5% | -1% | -2%
COc1ccc(C2C(C(=O)Nc3ccc(OC)c(OC)c3)c3ccccc3C(=O)N2C)cc1 (stereo not drawn) | -6% | 3% | 59%[activator] | -3% | -8% | 17% | -18% | 0% | -6%
CCN(CC)S(=O)(=O)c1nnc(NC(=O)c2ccccc2Cl)s1 | ? | ? | ? | ? | 13% | 18% | -14% | / | 1%
COc1ccc(CNC(=O)CCC2N=C3c4ccccc4N=C(SCC(=O)NCC4CCCO4)N3C2=O)cc1 (stereo not drawn) | 47%[activator] | 8% | 12% | -15% | -6% | 1% | -8% | 57%[activator] | -1%
CC(=O)Nc1c(Nc2ccccc2)c2ccccc2oc1=O | / | -19% | ? | -5% | 1% | 20% | 0% | 7% | -6%
Cc1nc2cnc(N3CCN(C)CC3)nc2n(C[C@H]2CCCO2)c1=O | 4%[0.501 µM] | 2%[60.1 µM] | / | / | / | / | / | -2% | 33%[activator]
